procasp7 counter: counter-screen: procaspase-7 (human) activation. P55210. recombinant procaspase-7, Ac-DEVD-pNA absorbance 405 nm; D23A/D198A/D206A triple mutant, cannot self-cleave; scale: DMSO 0, 5 µM enzyme 100. activation, % at 8.5 µM. hit rate 0.093% among 330,000. AID 463210;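 active = percent activation above the screen-wide mean plus 3 SD, cut at about 25% in these data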
Target sequence (P55210 whole entry D23A/D198A/D206A): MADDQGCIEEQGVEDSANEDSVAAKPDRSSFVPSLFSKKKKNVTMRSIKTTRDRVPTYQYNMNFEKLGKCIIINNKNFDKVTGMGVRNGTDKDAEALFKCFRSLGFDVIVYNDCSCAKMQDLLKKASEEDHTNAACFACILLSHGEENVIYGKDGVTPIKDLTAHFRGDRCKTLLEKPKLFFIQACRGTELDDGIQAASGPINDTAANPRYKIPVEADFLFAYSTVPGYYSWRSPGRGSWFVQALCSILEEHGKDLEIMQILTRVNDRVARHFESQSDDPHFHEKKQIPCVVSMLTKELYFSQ
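System: Uncleavable procaspase-7 mutant enzyme; Amount: 2 µM procaspase-7 mutant as dispensed; Schedule: 1 h compound preincubation, 2 h substrate cleavage, 25 °C; Measured by: 405 nm absorbance of p-nitroaniline; Evaluation: percent activation from buffer-corrected 0–120 min absorbance change; Control set: low DMSO alone, high DMSO plus 5 µM PC-7.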
PAFAH2 FP inh: PAFAH2 (human) inhibition; Q99487; hit rate 0.99% among 340,000; recombinant PAFAH2, FP-rhodamine activity probe, fluorescence polarization; inhibition, % at 3.39 µM;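 active = inhibition above the mean over all tested compounds plus 3 SD, cut at about 30% in these data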;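 note: inhibitors block probe labeling of enzyme so polarization drops; 0% = enzyme with DMSO and 100% = wells lacking PAFAH2 protein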
TPT1 inhibitor: blocks Candida albicans tRNA 2'-phosphotransferase; recombinant caTPT1, FP RNA substrate dephosphorylation; inhibition, % at 5 µM; hit rate 0.81% among 300,000;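 active = inhibition above the mean of all tested compounds plus 3 SD, set per screening campaign, cut at about 24% in these data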;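 note: plate controls were DMSO alone for no effect and ferristatin control at 100 nM for full effect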
PP5 primary: blocks human protein phosphatase 5 activity. P53041. purified PP5c, OMFP substrate fluorescence. inhibition, % at 6.7 µM. hit rate 0.18% among 320,000. AID 1987;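 active = inhibition above the campaign's mean inhibition across all tested compounds plus 3 SD, cut at about 9.5% in these data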;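 note: 0% = DMSO only and 100% = 100 µM cantharidin control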
proCasp3 act: activators of human procaspase-3 | P42574 | recombinant procaspase-3 D3A, Ac-DEVD-pNA absorbance 405 nm | activation, % at 8.5 µM | hit rate 0.11% among 330,000;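 active = activation above the mean of all tested compounds plus 3 SD, cut at about 21% in these data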;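 note: 0% = DMSO alone and 100% = DMSO wells spiked with extra 5 µM PC-3 D3A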
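Assay system – Procaspase-3 D3A mutant, all three cleavage aspartates alanine · Controls – DMSO-only low control, 5 µM PC-3 D3A high control · Schedule – 1 h compound preincubation, 2 h substrate hydrolysis at 25 °C · Signal – 405 nm absorbance of p-nitroaniline, reads at 0 and 120 min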
Fh CTSL1 inh: blocks F. hepatica cathepsin L1 in PFM18AAP counter-screen. recombinant F. hepatica cathepsin L1, Z-Leu-Arg-MCA fluorescence. inhibition, % at 5.96 µM. AID 1906. hit rate 0.49% among 300,000;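 active = inhibition above the mean of all tested compounds plus 3 SD, set per screening campaign, cut at about 17% in these data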;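 note: 0% = plate median of test compound wells and 100% = 1 µM Z-Phe-Ala-diazomethylketone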
AHR act: human AHR activation; activation, % at 5 µM; P35869; AHR-responsive luciferase reporter cells, luminescence; hit rate 2.5% among 320,000; AID 2796; in the data active = activation above about 47%;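 note: 0% = vehicle wells and 100% = reference agonist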
Target sequence (P35869 whole entry, looked up): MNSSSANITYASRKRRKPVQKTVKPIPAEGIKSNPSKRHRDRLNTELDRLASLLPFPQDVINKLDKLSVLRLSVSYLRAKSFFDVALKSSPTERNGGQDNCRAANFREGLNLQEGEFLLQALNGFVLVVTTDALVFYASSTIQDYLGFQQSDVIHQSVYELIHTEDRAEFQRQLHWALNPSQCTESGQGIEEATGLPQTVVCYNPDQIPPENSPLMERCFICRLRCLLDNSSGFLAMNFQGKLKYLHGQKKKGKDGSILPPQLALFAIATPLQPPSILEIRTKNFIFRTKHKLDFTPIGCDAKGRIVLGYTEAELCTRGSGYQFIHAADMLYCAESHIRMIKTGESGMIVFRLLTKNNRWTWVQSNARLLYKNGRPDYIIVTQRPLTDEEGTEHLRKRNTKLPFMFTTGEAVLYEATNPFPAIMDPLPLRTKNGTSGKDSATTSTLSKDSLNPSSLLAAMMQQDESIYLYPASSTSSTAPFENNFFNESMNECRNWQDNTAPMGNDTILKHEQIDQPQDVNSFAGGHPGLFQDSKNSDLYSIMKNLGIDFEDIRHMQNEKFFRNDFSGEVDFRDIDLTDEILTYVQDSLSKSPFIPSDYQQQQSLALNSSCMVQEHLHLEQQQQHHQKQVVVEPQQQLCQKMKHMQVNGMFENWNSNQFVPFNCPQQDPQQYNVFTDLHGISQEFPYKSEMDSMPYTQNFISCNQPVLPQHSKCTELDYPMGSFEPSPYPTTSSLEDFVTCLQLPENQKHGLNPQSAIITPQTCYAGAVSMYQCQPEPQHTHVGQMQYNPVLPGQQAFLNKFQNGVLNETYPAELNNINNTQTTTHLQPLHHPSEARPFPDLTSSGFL
HCV core dimer: blocks dimerization of HCV core protein; TR-FRET GST/Flag-core106 dimerization, 1536-well; inhibition, % at 5 µM; hit rate 0.33% among 300,000; AID 1899;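 active = inhibition above the mean of all tested compounds plus 3 SD, set per screening campaign, cut at about 45% in these data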
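System: GST/Flag-tagged HCV core106 proteins. Incubation: compound-protein-antibody incubation 4 h at 22.5 °C. Technique: HTRF with 340 nm excitation, 617/671 nm emission. Medium: KF-containing HEPES buffer, pH 7.45, DTT, CHAPS, BSA. Read-out: inhibition (%) from 671 over 617 nm ratio. Also added: Eu(K)-anti-GST 90 ng/mL plus XL665-anti-Flag 1 µg/mL.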
PP1 counter: blocks human PP1-alpha phosphatase, a PP5 counter-screen; inhibition, % at 6.7 µM; P62136; hit rate 0.9% among 320,000; purified PP1alpha, OMFP fluorescence;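 active = inhibition above the mean inhibition of all tested compounds plus 3 SD, computed separately for each screening campaign, cut at about 15% in these data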
Starred values were filed as active, the others as inactive; . = not tested or not shown. This is a random part of the collection; any-hit rate near 5.6%.

SMILES	procasp7 counter	PAFAH2 FP inh	TPT1 inhibitor	PP5 primary	proCasp3 act	Fh CTSL1 inh	AHR act	HCV core dimer	PP1 counter
O=C(NCCc1ccccc1)C(c1cccs1)N(C(=O)CCl)c1ccc(Cl)cc1 (stereo unspecified)	-4	18	-4	1.7	-3	1	3	2	4
CCN(c1ccc(OC)cc1)S(=O)(=O)c1ccc2c(c1)CCN2C(=O)CCC(=O)O	-1	-6	0	1.5	-3	-1	1	-3	1
CC(C)C[C@H]1CN=C(Nc2ccccc2)N1CC1CCC(C(C)(C)C)CC1 (stereo partly specified)	4	9	-2	4.1	-1	-2	0	-1	11
CCOC(=O)c1c(NC(=O)CSc2nnc(-c3cccnc3)n2Cc2ccco2)sc(C)c1C	4	-5	2	1.4	4	1	0	8	3
COc1cccc(CN(C)CC(=O)Nc2sc3c(c2C#N)CCC3)c1OC	4	-3	6	0.2	0	2	-7	7	-2
O=C(NC(=S)N1CCN(c2ccccc2)CC1)c1ccco1	-9	3	.	.	-8	.	2	.	.
Cc1ccc(NCc2nnc(SCC(=O)c3ccc4c(c3)OCCO4)o2)c(C)c1	-10	1	0	0.3	13	2	1	3	1
COc1ccc(OCC(=O)Nc2ccc(S(=O)(=O)N3CCN(C)CC3)cc2)cc1	-6	.	0	1.0	-7	3	0	-2	-2
O=C(CN1CCN(C(=O)c2ccccc2F)CC1)Nc1ccc(Br)cc1	7	-4	2	-1.1	-2	-7	56*	5	-2
O=C(CSc1nnc(NC(=O)C2CC2)s1)NCc1ccccc1Cl	9	-4	5	3.3	-10	2	0	0	-1
CCC(CC)C(=O)Nc1cccc(C(=O)NCCc2ccc(S(N)(=O)=O)cc2)c1	1	-2	-3	1.5	4	-2	2	3	-4
NS(=O)(=O)c1cccc(NC(=O)CSc2nnc(C3CC3)n2Cc2ccccc2)c1	7	12	-1	-4.0	-4	9	0	-3	12
CC(C)Cc1nnc(NC(=O)CN2C(=O)NC3(CC(C)CC(C)(C)C3)C2=O)s1 (stereo unspecified)	-1	5	0	2.2	1	-1	-2	1	-3
Cc1occc1C(=O)N1CCN(c2ccc(Cl)cc2)CC1	-9	-6	-1	-3.1	0	-5	-6	-8	-3
Cc1ccc(NC(=O)N2CCCC2C(=O)NCCC2=CCCCC2)cc1 (stereo unspecified)	-3	-2	-2	0.6	-8	-3	0	-1	-4
CC(=O)Nc1ccc(N/C=C/C(=O)c2ccc(C)o2)cc1	-1	-10	9	0.3	1	6	-2	-2	1
CCCN(Cc1ccc(N(CC)CC)cc1)CC1CC1	3	2	-1	-0.1	12	1	1	-9	-2
NNC(=O)c1ccc(CN2CCCCC2)o1	10	1	0	4.9	5	-3	0	-9	-12
O=C(c1cc([N+](=O)[O-])ccc1Cl)N1CCN(c2ccccc2)CC1	-1	-1	-1	-1.0	-3	0	3	0	-3
CC(=O)Nc1ccc(S(=O)(=O)NNC(=O)c2cccc(Br)c2)cc1	11	4	0	-3.7	-4	5	3	0	-2
Oc1ccc(COCc2ccccc2)c2cccnc12	-19	1	-4	-0.3	-19	1	-1	0	14
COc1ccc(NC(=S)Nc2cccnc2)c(OC)c1	-25	1	-2	-0.8	-10	6	33	-1	-4
COc1ccc(C)cc1N(C(=O)c1ccc(C#N)cc1)C1=NC(C)(C)CS1	-7	4	3	-0.8	7	3	9	3	-1
O=C(CCCNS(=O)(=O)c1cccs1)N1CCN(c2ccc(F)cc2)CC1	-9	3	0	0.1	3	-3	-1	0	2
CN(C)c1ccc(C(CNC(=O)c2ccc(F)cc2)c2c[nH]c3ccccc23)cc1 (stereo unspecified)	-17	7	5	7.3	2	4	32	10	1
Cc1cc(C(=O)NCC(=O)Nc2ccc(F)c(F)c2)c(C)o1	1	1	.	.	0	.	0	.	.
CSc1ccc(C2N=C(c3ccccc3)NO2)cc1 (stereo unspecified)	-5	-2	3	1.2	10	1	58*	-6	2
FC(F)(F)c1cc(Oc2ccccc2)ncc1-c1nnc(-c2ccccc2Cl)o1	7	0	-1	2.8	-1	1	-3	5	11
CCS(=O)(=O)n1nc(-c2ccc(OC)cc2)nc1SC	0	0	-1	1.2	-2	5	0	0	-5
Cn1cnnc1SCC(=O)c1ccc(O)c(O)c1	0	4	-3	-3.3	-4	-1	2	-4	-3
Cc1ccc(C(=O)OCC(=O)NCC2COc3ccccc3O2)cc1 (stereo unspecified)	4	26	.	3.5	-3	.	-1	.	1
Nc1cc(=O)[nH]c(SCC(=O)Nc2nc3ccc([N+](=O)[O-])cc3s2)n1	2	.	2	-1.1	9	0	4	-3	-1
S=C1NCCC12C(=S)Nc1ccccc12 (stereo unspecified)	1	10	-1	1.4	-1	2	-1	4	-5
Cc1ccc(C(=O)N/C(=C/c2ccc(-c3ccc(Br)cc3)o2)C(=O)NC2CCS(=O)(=O)C2)cc1 (stereo unspecified)	10	5	1	0.6	-18	1	4	-6	5
O=C(Nc1cccnc1)c1cc(S(=O)(=O)N2CCOCC2)ccc1Br	-2	7	-2	2.1	4	-3	-4	-15	-2
CCOc1cc(C2NN=C(c3ccc(C)cc3)S2)ccc1O (stereo unspecified)	-7	-2	1	-0.6	-5	1	12	-2	-3
COC(=O)c1ccccc1NC(=O)CSc1ccccc1	3	6	-1	3.1	-4	2	4	6	2
O=C(NC1CCCCC1)c1ccc(-n2cnnn2)cc1	3	-3	0	-2.0	-3	-4	0	-3	-5
Cc1nnc(N2C(=O)C(=O)/C(=C(/O)c3ccc4c(c3)OCCO4)C2c2ccc([N+](=O)[O-])cc2)s1 (stereo unspecified)	-17	0	2	0.1	-7	4	-2	48*	9
Cc1nn2c(NCc3ccccn3)c3c(nc2c1-c1ccccc1)CCC3	-8	.	0	1.9	-5	3	4	3	-1

Four entries already listed, arranged by their value in AHR act, ascending.
Structure | PAFAH2 FP inh | TPT1 inhibitor | PP5 primary | proCasp3 act | AHR act | HCV core dimer
O=C(Nc1cccnc1)c1cc(S(=O)(=O)N2CCOCC2)ccc1Br | 7 | -2 | 2.1 | 4 | -4 | -15
Cc1ccc(NC(=O)N2CCCC2C(=O)NCCC2=CCCCC2)cc1 (stereo unspecified) | -2 | -2 | 0.6 | -8 | 0 | -1
CCC(CC)C(=O)Nc1cccc(C(=O)NCCc2ccc(S(N)(=O)=O)cc2)c1 | -2 | -3 | 1.5 | 4 | 2 | 3
COc1ccc(NC(=S)Nc2cccnc2)c(OC)c1 | 1 | -2 | -0.8 | -10 | 33 | -1

The results go on.
SMILES	procasp7 counter	PAFAH2 FP inh	TPT1 inhibitor	PP5 primary	proCasp3 act	Fh CTSL1 inh	AHR act	HCV core dimer	PP1 counter
CC(C)c1ccc(NC(=O)CSc2nc3ccccc3nc2N2CCCC2)cc1	-4	8	-3	3.0	0	2	3	-7	3
c1ccc(C2=Nn3c(nnc3-c3ccccn3)SC2)cc1	2	-13	4	2.4	-3	-2	4	0	0
CCc1nnc(SCC(=O)Nc2ccc3c(c2)OCO3)n1CC	12	4	-1	-0.4	-7	0	50*	13	3
Cc1ccc(S(=O)(=O)N[C@H](C(=O)N2CCC(C(=O)N[C@@H](CC(=O)O)C(=O)O)CC2)C(C)C)cc1	-14	4	-4	3.5	-5	1	-2	-1	2
COc1ccc(OCC(O)CNC(=O)c2ccccc2C(=O)O)cc1 (stereo unspecified)	-7	-5	0	2.9	5	-2	-2	-7	2
CC1CCCC(C)N1C(=O)C1CCCCC1 (stereo unspecified)	8	-2	0	-2.4	0	-1	4	1	-4
COc1ccc(CNC(=O)C2CCCN(S(=O)(=O)c3c(C)nn(C)c3C)C2)cc1 (stereo unspecified)	2	5	1	-3.2	-7	-4	2	15	-12
CCn1cc(S(=O)(=O)CC(=O)N2CCc3ccccc32)c2ccccc21	2	4	3	-2.5	5	-12	9	8	0
COc1ccc(N2CCOCC2)c(NC(=O)c2cccc3ccccc23)c1	14	4	-2	3.3	2	-3	9	13	0
COc1ccc2nc(SCC(=O)Nc3ccccc3)[nH]c2c1	4	7	-3	1.6	0	1	11	-3	0
Cc1ccc(Cl)c(OCC(=O)NN2CCN(C)CC2)c1	1	1	0	-0.4	2	-2	2	2	-5
Nc1nc(-c2ccc(Cl)cc2Cl)cn1N	1	-7	-2	0.0	-2	2	65*	-1	3
Cc1cc(Br)cc(C)c1NC(=O)c1ccc(C#N)cc1F	2	-6	-4	-0.3	10	0	4	-3	-2
Clc1ccc(Cn2ccc3ccccc32)cn1	-2	4	1	1.5	-3	-1	26	-3	-3
CC(NC(=O)c1cc(-c2ccccc2)on1)c1ccccc1 (stereo unspecified)	10	-3	8	2.9	12	-1	-2	1	2
COc1ccc(Cl)cc1S(=O)(=O)N(C)CC(=O)N1CCOCC1	4	0	-4	-1.0	2	3	1	-12	-3
O=C(NC(=S)N1CCCC(C(F)(F)F)C1)c1ccc(F)cc1 (stereo unspecified)	-3	16	-1	-0.1	-2	1	-2	-6	2
Cn1c(=O)c2c(SCC(=O)N3CCCC3)nc(CC(C)(C)C)nc2n(C)c1=O	-8	4	3	2.2	4	0	-1	1	0
Cc1ccc2nsnc2c1S(=O)(=O)Nc1cccc2nsnc12	-14	5	-2	0.4	-2	3	0	4	2
C/C(Cl)=C\COc1cc(C)nc2c(Br)cccc12	-5	-7	-3	2.6	-1	-4	25	16	-1
Cc1noc(C)c1CCC(=O)Nc1c(C(C)C)cccc1C(C)C	-3	8	.	5.2	7	.	3	.	-3
Cc1ccc(OCC(=O)OCC(=O)c2ccccc2)cc1C	5	1	-1	2.2	10	-9	3	0	0
Cc1csc(=N)n1-c1ccc(Cl)cc1	-5	3	-2	6.0	11	-3	8	-4	-4
CCOC(=O)c1sc2cc([N+](=O)[O-])cc(SCC(C)C)c2c1N	1	-4	32*	2.9	4	-3	7	-4	4
Cc1cccc(OC(C)C(=O)Nc2ccc(S(=O)(=O)N3CCCC3)cc2)c1 (stereo unspecified)	-2	1	5	3.8	-4	0	-1	9	-1
CC(C)Nc1nc(NC(C)C)nc(Oc2ccc(/C=N/O)cc2)n1	9	3	-1	1.1	3	-1	0	-2	-5
O=C(c1ccccc1)c1ncc[nH]1	3	8	-1	1.7	-6	-5	5	5	2
CCOC(=O)c1c(NC(=O)c2cccs2)sc2c1CCCC2	-6	-7	1	-1.8	0	1	1	-5	-2
Cn1c(Cn2c(=O)sc3ccccc32)nnc1SCC(=O)Nc1cccc(F)c1	5	-1	4	3.8	14	2	3	1	-6
NC(=O)CSc1nnc(-c2ccccn2)n1N	0	-6	-2	1.7	1	1	-1	-4	-4
CC(NCc1ccc(S(N)(=O)=O)cc1)C(=O)N1CCc2ccccc21 (stereo unspecified)	1	-3	1	-2.6	1	2	6	8	3
COc1cc(/C=N/N(c2ccccc2)c2ccccc2)ccc1O	-4	-1	-1	-0.7	1	3	0	9	5

For convenience, some entries already given:
SMILES	procasp7 counter	PAFAH2 FP inh	TPT1 inhibitor	PP5 primary	proCasp3 act	Fh CTSL1 inh	AHR act	HCV core dimer	PP1 counter
O=C(NCCc1ccccc1)C(c1cccs1)N(C(=O)CCl)c1ccc(Cl)cc1 (stereo unspecified)	-4	18	-4	1.7	-3	1	3	2	4
CCN(c1ccc(OC)cc1)S(=O)(=O)c1ccc2c(c1)CCN2C(=O)CCC(=O)O	-1	-6	0	1.5	-3	-1	1	-3	1

Assay outcomes (PubChem)
